Screens (PubChem BioAssay)
OX1R antag-1: OX1R (HCRTR1) antagonists, primary screen, fluorescence, CHO/OX1R cells, Fluo-8 calcium, orexin A. Orexin/Hypocretin receptor type 1 (Homo sapiens), O43613. Fluo-8 calcium fluorescence. inhibition, % at 5 µM. 330,000 compounds, 0.43% hits. AID 434989, 2010;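 active means inhibition above its plate's threshold, mean inhibition of all tested compounds on the plate plus 3 SD, cut at about 37% in these data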;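 further: 0% = orexin A challenge wells and 100% = SB-334867-A antagonist wells; not every result past the cut was called active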
Target sequence (O43613 whole entry, looked up): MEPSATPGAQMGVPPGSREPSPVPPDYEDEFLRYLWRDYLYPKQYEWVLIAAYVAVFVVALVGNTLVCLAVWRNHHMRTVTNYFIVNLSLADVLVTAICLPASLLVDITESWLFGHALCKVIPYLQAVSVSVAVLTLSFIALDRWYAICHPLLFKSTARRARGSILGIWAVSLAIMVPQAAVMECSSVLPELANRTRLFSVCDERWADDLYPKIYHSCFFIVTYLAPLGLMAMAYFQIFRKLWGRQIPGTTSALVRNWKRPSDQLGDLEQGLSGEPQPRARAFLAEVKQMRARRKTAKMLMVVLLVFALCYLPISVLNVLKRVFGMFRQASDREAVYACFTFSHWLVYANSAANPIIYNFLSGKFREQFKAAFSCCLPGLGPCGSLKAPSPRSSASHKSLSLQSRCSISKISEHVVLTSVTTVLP
OX1R antag-2: antagonists of human orexin 1 receptor (OX1R). OX1R-expressing cells, FRET antagonist read-out. inhibition, % at 6.6 µM. AID 485270, 2010. 330,000 compounds, 1.8% hits; in the data active means inhibition mostly above about 38%, no sharp cut-off; inactive means mostly below about 40%;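 further: 0% = agonist challenge alone and 100% = reference antagonist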
CHT allo act: CHT positive allosteric modulators, primary screen, cell-based, membrane potential dye, choline EC20 | High affinity choline transporter 1 (Homo sapiens), Q9GZV3 | CHT-expressing cells; hits give high values; LV-AA mutant CHT in HEK293 cells | B-score at 10 µM | 310,000 compounds, 0.49% hits | AID 488977, 2010;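 active means initial fluorescence not abnormally high and integrated response B-score, plate-corrected, over 3 SD above library mean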
Starred values were filed as active, the others as inactive; i = inactive; . = not tested or not shown. The order is random. About 2.5% of those tested had a hit in this group.

SMILES	OX1R antag-1	OX1R antag-2	CHT allo act
COc1[nH]c2ccc(F)cc2c1C(=O)OCC1CCN(CCNS(C)(=O)=O)CC1	-6	6	i
COc1ccc(-c2noc(CNS(=O)(=O)c3ccccc3)n2)cc1	-21	17	i
CSCCC(NC(=O)c1ccccc1)C(=O)Nc1ccc(NC(C)=O)cc1 (centres undefined)	-10	5	i
COc1cccc(CN2CC(C(=O)NCCCn3ccnc3C)CCC2=O)c1 (centres undefined)	-8	13	i
COc1ccc(Cl)cc1C(=O)Nc1ccc(NC(=O)c2ccco2)cc1	-20	32	i
CCc1ccc(NC(=O)Cn2nnc(C(=O)NCc3ccc4c(c3)OCO4)c2N)cc1	5	3	i
Fc1ccc(-c2nnc3ccc(N4CCCC4)nn23)cc1	-27	14	i
O=C(NCc1ccccn1)c1ccc(=O)oc1	-7	5	i
COc1ccc(OCC(=O)N/N=C2\CCCCc3ccccc32)cc1	-13	9	i
Cc1[nH]nc(N=CC2=C(O)CC(c3ccco3)CC2=O)c1-c1ccccc1 (centres undefined)	-11	1	i
O=C(c1ccccc1Cl)N(Cc1ccc(Br)cc1)N1C(=O)CCC1=O	-15	21	i
Cc1cc2occ(CC(=O)Nc3nccs3)c2cc1C(C)C	-9	26	i
COC(=O)c1ccc(C23CC4(C2)[C@H](CN(C)[C@@H]4c2ccccc2)C3c2ccccc2)cc1 (some centres undefined)	-37	17	i
CCc1cccc(CC)c1-n1c(SCn2nnc3ccccc3c2=O)nnc1-c1cccnc1	-22	41	i
O=C(CSc1nccn1-c1cccc(Cl)c1)NC1CCCC1	-23	23	i
COc1ccccc1CN1CCNC(=O)C1CC(=O)N(C)Cc1ccon1 (centres undefined)	6	-3	i
Cc1ccc(C)c(N(C(=O)c2ccco2)C(C(=O)NC2CCCC2)c2ccco2)c1 (centres undefined)	-24	10	i
COc1ccc(/C=N/NC2=NS(=O)(=O)c3ccccc32)cc1OC(C)=O	-15	-1	i
CCOc1ccccc1N1CCN(C(=O)[C@@H]2CCCN2C2=NS(=O)(=O)c3ccccc32)CC1	-26	13	.
C(#Cc1c(-c2ccsc2)sc2ccccc12)c1ccsc1	-16	1	.
Cc1ccc(S(=O)(=O)N2CCOCC2)cc1C(=O)N1CCC(Cc2ccccc2)CC1	-29	32	i
COCc1c(C(=O)N/N=C/c2c[nH]c3ccccc23)nnn1-c1nonc1N	-8	31	i
COc1ccc(N(CC(=O)N2CCCC2)S(=O)(=O)c2ccc(NC(C)=O)cc2)cc1	-4	7	i
O=C(NC1(C(F)(F)F)NC(=O)N(Cc2cccnc2)C1=O)c1ccccc1Cl (centres undefined)	-7	6	i
O=C(NCc1cccs1)C1CCN(c2ccc(S(=O)(=O)N3CCOCC3)cc2Cl)CC1	-18	8	i
Cn1c(=O)c2c(nc(CN3CCc4ccccc4C3)n2Cc2ccc(Cl)cc2)n(C)c1=O	-30	4	i
CN(c1ccccc1)S(=O)(=O)c1ccc(Cl)c(C(=O)NC2=NCCS2)c1	-15	11	i
NC(=O)CC(NC(=O)Cc1cccc2ccccc12)c1ccc(NCc2ccccc2)c([N+](=O)[O-])c1 (centres undefined)	-6	7	i
CCN1CCN(C(=O)c2ccc3c(=O)n(C4CCCC4)c(=S)[nH]c3c2)CC1	-9	8	i
COc1ccc(NC(=O)c2cc(-c3cc(C)c(C)cc3O)n[nH]2)c(OC)c1	-24	13	i
COc1ccc(COC(=O)C2CCN(S(=O)(=O)c3ccc(F)cc3)CC2)cc1	4	9	i
NC(=O)C(c1ccccc1)c1ccc(C(=O)c2ccccc2)cc1 (centres undefined)	-10	7	i
Cc1cc2c(s1)CCCCC(=O)N2	-5	15	i
Cc1cccc(NC(=O)CN2C(=O)N/C(=C/c3cc(C)n(-c4cccnc4)c3C)C2=O)c1	-4	19	i
CN(Cc1ccc(OC(F)F)cc1)C(=O)c1ccc2c(=O)n3c(nc2c1)CCC3	-14	7	i
CCn1nc(NS(=O)(=O)c2ccccc2)c2cc3cc(C)ccc3nc21	-9	11	i
O=C(c1cccc(S(=O)(=O)N2CCc3ccccc3C2)c1)N1CCN(c2ccc(O)cc2)CC1	-23	12	i
COc1ccc(CNC(=O)C2CCCN(S(=O)(=O)c3c(C)noc3/C=C/N(C)C)C2)cc1 (centres undefined)	6	1	i
COC(=O)c1c(N2C(=O)CC(Sc3ccccc3C(=O)O)C2=O)sc(C)c1C (centres undefined)	-30	15	i
Cn1c(NNC(=O)c2cccc3ccccc23)cc(=O)n(C)c1=O	-30	8	i

Gathered by group, the compounds so far with four or more nitrogen atoms
SMILES	OX1R antag-1	OX1R antag-2	CHT allo act
COc1cccc(CN2CC(C(=O)NCCCn3ccnc3C)CCC2=O)c1 (centres undefined)	-8	13	i
CCc1ccc(NC(=O)Cn2nnc(C(=O)NCc3ccc4c(c3)OCO4)c2N)cc1	5	3	i
Fc1ccc(-c2nnc3ccc(N4CCCC4)nn23)cc1	-27	14	i
CCc1cccc(CC)c1-n1c(SCn2nnc3ccccc3c2=O)nnc1-c1cccnc1	-22	41	i
COc1ccccc1CN1CCNC(=O)C1CC(=O)N(C)Cc1ccon1 (centres undefined)	6	-3	i
CCOc1ccccc1N1CCN(C(=O)[C@@H]2CCCN2C2=NS(=O)(=O)c3ccccc32)CC1	-26	13	.
COCc1c(C(=O)N/N=C/c2c[nH]c3ccccc23)nnn1-c1nonc1N	-8	31	i
O=C(NC1(C(F)(F)F)NC(=O)N(Cc2cccnc2)C1=O)c1ccccc1Cl (centres undefined)	-7	6	i
Cn1c(=O)c2c(nc(CN3CCc4ccccc4C3)n2Cc2ccc(Cl)cc2)n(C)c1=O	-30	4	i
NC(=O)CC(NC(=O)Cc1cccc2ccccc12)c1ccc(NCc2ccccc2)c([N+](=O)[O-])c1 (centres undefined)	-6	7	i
CCN1CCN(C(=O)c2ccc3c(=O)n(C4CCCC4)c(=S)[nH]c3c2)CC1	-9	8	i
Cc1cccc(NC(=O)CN2C(=O)N/C(=C/c3cc(C)n(-c4cccnc4)c3C)C2=O)c1	-4	19	i
CCn1nc(NS(=O)(=O)c2ccccc2)c2cc3cc(C)ccc3nc21	-9	11	i
COc1ccc(CNC(=O)C2CCCN(S(=O)(=O)c3c(C)noc3/C=C/N(C)C)C2)cc1 (centres undefined)	6	1	i
Cn1c(NNC(=O)c2cccc3ccccc23)cc(=O)n(C)c1=O	-30	8	i

(listing goes on)
SMILES	OX1R antag-1	OX1R antag-2	CHT allo act
C/C(CC(=O)NCCc1ccccc1)=N\NC(=O)COc1ccc(Br)cc1	-1	8	i
CC1=C(C(=O)OC2CCCCC2)C(c2ccco2)n2ncnc2N1 (centres undefined)	-22	23	i
Cc1ccc(C)c(N(C(=O)Cn2nnc(-c3cccs3)n2)C(C(=O)NC2CC2)c2ccc(C)o2)c1 (centres undefined)	-44	14	i
Cn1ncc(Br)c1C(=O)NC(=S)N1CCN(c2ccccn2)CC1	-12	10	i
Cc1cc(OCc2nc(-c3ccncc3)no2)cc(C)c1Cl	-30	10	i
C=CCNc1nc(N)c(C(=C(C#N)C#N)c2ccccc2)s1	-14	30	i
CN(C)c1nc(Oc2ccc(/C=N/O)cc2)nc(N(C)C)n1	-22	8	i
O=C(CN1C(=O)c2ccccc2C1=O)NCc1ccc(F)cc1	-10	6	i
C=C[C@@]1(C)CC(=O)[C@]2(O)[C@@]3(C)[C@@H](O)CCC(C)(C)[C@@H]3[C@H](O)[C@H](OC(C)=O)[C@@]2(C)O1	-24	13	i
O=C(O)CCCC(=O)N1CCN(c2nc(-c3ccccc3Cl)c3cc(Br)ccc3n2)CC1	-7	6	i
Cc1cccc(OCC(=O)N/N=C/c2sc(=O)n(Cc3cccc(C(=O)O)c3)c2Cl)c1	2	18	i
O=C(COc1coc(CN2CCN(c3ccccc3F)CC2)cc1=O)NCC1CCCO1 (centres undefined)	-13	17	i
O=S(=O)(c1ccccc1)N1CCCC1c1cccs1 (centres undefined)	-19	8	i
Cn1c(-c2ccc(C(C)(C)C)cc2)n[nH]c1=S	-7	26	i
Cc1cccc2cc(C#N)c(NCCNS(=O)(=O)c3ccc4c(c3)OCCO4)nc12	34	73*	i
C/C(=N\NC(=O)c1nnn(-c2nonc2N)c1CN1CCc2ccccc21)c1ccccc1O	-9	5	i
Cc1cnc(C(=O)OCC(=O)Nc2ccc(Cl)cc2)cn1	-6	8	i
O=c1oc2ccccc2c(NCCc2ccccc2)c1[N+](=O)[O-]	-15	35	i
COc1ccc(-c2nnnn2-c2ccccc2OC)cc1	-8	9	i
O=C(O)c1cccc(NC(=O)c2cccc(S(=O)(=O)N3CCc4ccccc43)c2)c1	-9	36	i
Cc1ccc(N=Cc2c(O)n(-c3nccs3)c(=O)c3ccccc23)cc1	-20	30	i
CCN1CCN(C(=O)CCc2nnc3ccc(N4CCC5(CC4)OCCO5)nn23)CC1	-7	25	i
CCc1ccc(NC(=O)c2ccc(Cn3cc([N+](=O)[O-])cn3)cc2)cc1	1	2	i
O=C(COc1ccc(-c2nnco2)cc1)NC1CCS(=O)(=O)C1 (centres undefined)	-7	1	.
Cc1cc(=O)oc2cc(OCC(=O)N3CCCC(C)C3)ccc12 (centres undefined)	-12	25	i
CC(=O)c1cccc(NC(=O)N2CCC(C(=O)c3ccc(F)cc3)CC2)c1	-28	3	i
COc1ccc(C(=O)CCS(=O)(=O)c2ccc(C)cc2)cc1OC	-16	2	i
C[N+]1(CC(=O)OCCCc2ccccc2)CCOCC1	3	25	i
Cc1ccc(C)c(NC(=O)CCC(=O)N/N=C2/CC(=O)CC(C)(C)C2)c1	-9	7	i
COC(=O)c1cc(S(=O)(=O)NCCc2ccc(SC)cc2)c[nH]1	1	12	i
N/C(=N\c1nc2c(c(=O)[nH]1)CCC2)Nc1ccccc1	-3	6	i
NS(=O)(=O)c1cccnc1Nc1ccc(Cl)c(Cl)c1	-7	21	i
O=C(NC1CCCCC1)c1ccc(N2CCOCC2)c([N+](=O)[O-])c1	-11	0	i
CN(C)CCNC(=O)c1sc2cccc(F)c2c1Cl	-14	13	i
COC(=O)C1CCCN1C(C(=O)NC1CCCCC1)c1ccc(Cl)cc1 (centres undefined)	-22	18	i
Cc1ccc(C)c2c(SC(C)C(=O)NCc3ccco3)nc(-c3ccccc3)nc12 (centres undefined)	-12	-5	i
O=C(O)c1sccc1Oc1ccc(NS(=O)(=O)c2cccc(F)c2)cc1	-14	-2	i
O=C(N/N=C/c1ccco1)c1cnccn1	-6	12	i
N#Cc1nc(-c2ccccc2Cl)oc1N1CCOCC1	8	12	i
Cc1ccc(NC(=S)Nc2nc(CC(=O)Nc3ccccc3)cs2)cc1	-4	1	i
COc1ccc(/C=C(\NC(=O)c2cccs2)C(=O)Nc2ccccc2C)cc1OC	-4	11	i
CC1CC2=C(NC(=S)NC2c2ccccc2F)/C(=C/c2ccccc2F)C1 (centres undefined)	-20	7	i
COc1ccc(/C=N/c2nc3ccccc3n2C)cc1OC	-18	10	i
O=C1CCC(C(=O)Nc2cccc(S(=O)(=O)Nc3ccccc3F)c2)=NN1	-5	8	.
CCOc1ccc(OCC(=O)Nc2c3c(nn2C(C)(C)C)CS(=O)(=O)C3)cc1	-36	23	i
CCc1ccc(NC(=O)c2ccnc(C(C)(C)C)c2)cc1	-22	5	i
CCOC(=O)C1=C(C)OC(N)=C(C#N)C1c1cc(OC)c2c(c1)OCO2 (centres undefined)	-19	26	i
Cc1ccc(Cl)cc1NC(=O)Nc1cccs1	-6	16	i

Shown as a hit in OX1R antag-2 (from the list above):
molecule,OX1R antag-1,OX1R antag-2
Cc1cccc2cc(C#N)c(NCCNS(=O)(=O)c3ccc4c(c3)OCCO4)nc12,34,73*
